Screening data (PubChem BioAssay)
K1F lysis inhibition: protection from phage-mediated lysis, alamar blue read-out – E. coli UTI89, K1F phage, bacterial capsule biogenesis inhibitors (AID 488966); E. coli UTI89 K1F phage lysis, alamar blue, 2 h; higher % means a stronger effect; inhibition, % at 100 µM; hits with a dose series show IC50 in µM; 340,000 tested, 0.02% active;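 active = phage lysis inhibition, versus mean bacterial control, above a set limit; inconclusive = no clear call, values can overlap the other calls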;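 note: capsule biogenesis inhibitors block K1F phage lysis so surviving cells raise fluorescence; higher fluorescence means more inhibition of phage lysis; actives were called in the ten point dose series up to 300 µM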
An asterisk follows results filed as active; u = inconclusive; [ ] = dose if it differs, or a comment. An excerpt, so the mix of outcomes need not match the whole.

| structure | K1F lysis inhibition |
| --- | --- |
| O=C(CN1C(=O)c2ccccc2S1(=O)=O)c1ccccc1Cl | -1.2%[50 µM] |
| O=C(Nc1cccc(-n2cnnn2)c1)c1ccc(OC(F)(F)F)cc1 | 0.3% |
| Cc1ccc(S(=O)(=O)N2CCCCC2)cc1C(=O)NCc1ccccn1 | 1.8% |
| COc1ccc(-n2nc(C(=O)NCC(=O)N3CCCC3)c3ccccc3c2=O)c(OC)c1 | 0.1% |
| Cn1c(N)c(S(=O)(=O)N2CCCC2)c(=O)n(C)c1=O | -0.6%[50 µM] |
| CSc1ccccc1NC(=O)COC(=O)/C=C/c1ccco1 | 0.7% |
| COc1ccc(OC)c(-c2csc(NC(=O)c3ccc(F)cc3)n2)c1 | 2.0% |
| Cc1nc2ccc(C(=O)Nc3ccc4nc[nH]c4c3)cc2[nH]1 | 0.1% |
| O=C(CNC1CCCCC1)Nc1ccc(Cl)cc1 | -2.1% |
| COC(C)(C)[C@@H](O)COc1c2ccoc2cc2oc(=O)ccc12 | 4.3% |
| CC(=O)Nc1ccc(NC(=O)c2cc(-c3cc(C)cc(C)c3O)n[nH]2)cc1 | 0.1% |
| Cc1cc(Br)ccc1NC(=O)CN(C)C(=O)CCSc1ccc(F)cc1 | -1.7% |
| CN(CC(=O)Nc1ccccc1Cl)C(=O)C1CCN(C(=O)c2ccc(Cl)cc2)CC1 | 0.7% |
| Cc1ccccc1OCCCC(=O)Nc1ccc(S(=O)(=O)Nc2onc(C)c2C)cc1 | 0.0% |
| CC(C)C(NC(=O)C(C)N1C(=O)c2ccccc2C1=O)c1ccccc1 (stereo not given) | 0.1% |
| COc1ccccc1-c1nnc(SC(C)C(=O)N2CCOCC2)o1 (stereo not given) | -1.3% |
| O=C(NCc1ccc(F)cc1)N1CCN(S(=O)(=O)c2ccccc2F)CC1 | -0.1% |
| O=C(Cn1c(=O)cnc2ccccc21)N1CCN(S(=O)(=O)c2ccc(F)cc2)CC1 | -1.1% |
| COc1cc(/C=C2\C(=N)N3N=C(S(C)(=O)=O)SC3=NC2=O)ccc1OC(=O)c1cccs1 | u |
| Cc1cc(C)c2cc(CN(CCCO)S(=O)(=O)c3ccccc3F)c(=O)[nH]c2c1 | -0.1% |
| CC(OC(=O)c1ccccc1NCCO)C(=O)NCC(=O)Nc1ccc(F)c(F)c1F (stereo not given) | 0.0% |
| COc1ccc(CNS(=O)(=O)CCNCc2ccccc2OC)cc1 | -0.1% |
| O[C@@H]([C@H](O)[C@H](O)CBr)[C@H](O)CBr | 3.7% |
| COCCCNC(=S)Nc1ccc(S(=O)(=O)Nc2cc(OC)nc(OC)n2)cc1 | 1.4%[50 µM] |
| CCCCn1c(=S)[nH]c2cc(S(=O)(=O)N3CCOCC3)ccc21 | 0.3%[50 µM] |
| Cc1cc(NC(=O)C(C)Sc2nc(-c3cccs3)nc3ccccc23)no1 (stereo not given) | 1.1%[50 µM] |
| Nc1ncnc2c1ncn2[C@@H]1O[C@H](CNS(=O)(=O)c2ccc(-c3ccno3)s2)[C@@H](O)[C@H]1O | 0.2% |
| CN(c1ccccc1)S(=O)(=O)c1cc(C(=O)Nc2ccccc2N2CCOCC2)ccc1Cl | -0.1%[50 µM] |
| CC(=O)Nc1ccc(S(=O)(=O)N2CCN=C2SCc2ccccc2C)cc1 | 0.6% |
| CSCCC(NS(=O)(=O)c1ccc(C)cc1)C(=O)N1CCCC1 (stereo not given) | 0.1% |
| O=C(Nc1cccc(C(=O)N2CCOCC2)c1)c1ccccc1Br | -0.1% |
| CC(C)Oc1cccc(C(=O)N/N=C/c2ccoc2)c1 | -0.4% |
| COc1ccc(CNCc2cc3c(cc2[N+](=O)[O-])OCO3)cc1 | 0.1% |
| COc1ccc(OC)c(CNC(=O)C2CCC(=O)N(CCCN3CCCC3=O)C2)c1 (stereo not given) | 1.4% |
| Cn1cnc2c1c(=O)n(Cc1cccc(F)c1)c(=O)n2C | 4.5% |
| N#CCc1nn2c(-c3ccccc3)ccnc2c1C#N | 0.0% |
| COc1cc(/C=C/C(=O)O)cc(S(=O)(=O)NNC(=O)c2cc(C)oc2C)c1OC | -1.6% |
| CSc1ncc(CN2CCCCC2C(=O)Nc2ccc(Oc3ccccc3)nc2)cn1 (stereo not given) | -0.2% |
| c1ccc(-c2cccc(-c3ccccc3)n2)cc1 | 0.1% |
| Cc1ccc(C)c(NC(=O)c2cc(-c3cc(C)c(C)cc3O)n[nH]2)c1 | 0.4% |
| CCc1nnc(NC(=O)CN2CCN(Cc3ccc(F)cc3)CC2)s1 | 0.4% |
| COc1cc(OC)c(NS(=O)(=O)c2cn(C)cn2)cc1Cl | 0.1% |
| CS(=O)(=O)N1CCN(c2ccc(NC(=O)c3cc4ccccc4o3)cc2)CC1 | 0.0% |
| Cc1cc(C)c(C)c(S(=O)(=O)N2CCSCC2)c1C | -0.1% |
| O=C(CCNS(=O)(=O)c1ccccc1)N1CCCCCC1 | 0.1% |
| O=C(c1cc(-c2ccccc2)on1)N1CCCCCC1 | 0.5% |
| CC(=O)Nc1cccc(NC(=O)CSc2nc(=O)n(Cc3ccncc3)c3c2CCC3)c1 | 0.7%[50 µM] |
| C[C@@H]1CN([C@@H](C)CO)C(=O)c2cccc(NC(=O)c3ccncc3)c2O[C@@H]1CN(C)Cc1ccc(-c2ccccc2)cc1 | -1.4% |
| OCC1OC2C(NC(=S)N2c2ccccc2)C(O)C1O (stereo not given) | -1.5% |
| Cc1ccc(S(=O)(=O)N2[C@@H](c3ccc(Br)cc3)C(C(=O)O)=CC[C@H]2c2ccc(C(C)C)cc2)cc1 | 0.2% |
| N#Cc1ccccc1COC(=O)c1cccc(S(=O)(=O)N2CCCC2)c1 | 0.6% |
| C=CC[C@H](CC(=O)N(CCO)Cc1ccccc1)C(=O)N[C@H](COC(=O)[C@H](CC=C)CC(=O)OC(C)(C)C)Cc1ccccc1 | -0.1% |
| Cc1ccccc1C(=O)Nc1ccnn1C1CCN(Cc2ccc(CO)o2)CC1 | 0.4% |
| Cc1ccccc1NC(=O)c1ccc(OCc2c(C)noc2C)cc1 | 1.0%[50 µM] |
| COCCCNC(=O)C[C@H]1C[C@H](C(=O)N2CCOCC2)[C@@]2(CCC3CCCC3)c3[nH]c4cc(CCC(=O)N(C)C)ccc4c3CCN2C1=O | 0.2% |
| CN(C)c1ccc(C(=O)Nc2cccc(S(=O)(=O)N3CCCC3)c2)cc1 | -0.1%[50 µM] |
| CSc1ncc(C(=O)Nc2cccnc2)c(C(F)(F)F)n1 | 3.4%[50 µM] |
| O=C(COc1coc(CN2CCN(Cc3ccccc3)CC2)cc1=O)Nc1ccccc1 | 0.8%[50 µM] |
| COc1cc(/C=N\NC(=O)c2ccc(-c3ccccc3)cc2)cc(Br)c1O | 1.3%[50 µM] |
| COc1ccc2[nH]c3c(c2c1)CCNC3=O | 0.1% |

Following part.
| structure | K1F lysis inhibition |
| --- | --- |
| COc1cc(C(O)C(=O)O)ccc1O (stereo not given) | 1.1% |
| COc1cc(=O)[nH]c(SC(C)C(=O)Nc2nc3c(s2)CCCC3)n1 (stereo not given) | 0.0% |
| CCCCn1c(N)c(N(C)C(=O)c2cc3c(s2)CCCCC3)c(=O)[nH]c1=O | 0.4%[50 µM] |
| CC(C)C[C@H](NC(=O)c1cc2cc(Cl)ccc2n1C)C(=O)N1CCC(C(=O)O)CC1 | 1.7%[50 µM] |
| COc1ccc(C(=O)N2CCN(C)C(=O)[C@@H]2C)cc1OC1CCN(C(C)C)CC1 | 0.0% |
| Cc1cccc(S(=O)(=O)N2CCCc3ccccc32)c1 | 0.1% |
| C/C(=N\NC(=S)NCCc1ccccc1)c1ccc(O)cc1O | -0.9% |
| Cc1noc(NS(=O)(=O)c2ccc(NC(=O)c3ccc(N(C)C)cc3)cc2)c1C | 0.7%[50 µM] |
| CC(C)CC(=O)Nc1c2c(nn1-c1cccc(Cl)c1)CS(=O)(=O)C2 | 0.4% |
| O=C(CC(NCCN1CCOCC1)C(=O)O)Nc1cccc(Cl)c1 (stereo not given) | 0.2% |
| NS(=O)(=O)c1ccc(NC(=O)CSc2nc3c(cnn3-c3ccccn3)c(=O)[nH]2)cc1 | 1.4%[50 µM] |
| CCn1nc(C(=O)N2CCN(Cc3nc4ccccc4s3)CC2)c2ccccc2c1=O | 0.1%[50 µM] |
| Cn1c(=O)c2c(nc3n2CCCN3CCc2ccccc2)n(C)c1=O | -0.5% |
| O=C(O)C1C2CCC(CC2)C1C(=O)N1CCN(Cc2ccc(F)cc2)CC1 (stereo not given) | 7.6% |
| Cc1cccc(N2CCN(C(=O)c3cccc(S(=O)(=O)N4CCCCC4)c3)CC2)c1C | 2.1% |
| COc1ccccc1CNC(=O)COC(=O)c1cc(=O)c2ccccc2o1 | 1.3% |
| CC(C)NC(=O)N(C)C[C@H]1Oc2ccc(NC(=O)CCN3CCOCC3)cc2C(=O)N([C@H](C)CO)C[C@@H]1C | 0.1% |
| C#CCOCCOCCOCCNc1nc(N2CCN(C(=O)CCCCCCCCCCNC(=O)[C@H](CCCCN)n3cc(C)nn3)CC2)nc(N2CCN(C(=O)CCCCCCCCCCNC(=O)[C@H](CCCCN)n3cc(CCCC(=O)O)nn3)CC2)n1 | -1.0% |
| O=C(Nc1cccc([N+](=O)[O-])c1)c1ccc2snnc2c1 | 1.4%[50 µM] |
| CC1CN(C(=O)CCS(=O)(=O)c2ccccc2)CC(C)O1 (stereo not given) | 0.2% |
| Cc1ccc(C(OC(=O)c2ccco2)C(=O)NC2CCCC2)cc1 (stereo not given) | 0.0% |
| Cc1oc(-c2ccc(Cl)cc2)nc1CS(=O)CC(=O)NCc1ccc2c(c1)OCO2 (stereo not given) | 3.5% |
| CCn1c(=O)c2c(nc(SCC(=O)Nc3ccccc3)n2C)n(C)c1=O | -0.1% |
| CC(=O)OC1[C@H](Oc2c(O)c(C)c3c4c2[C@@H](C)CC[C@@H]4[C@@H](C)C[C@@H]3C=C(C)C)OC[C@@H](O)[C@@H]1O (stereo not given in full) | 1.5% |
| COc1ccc(Cc2nc3ccc(C(=O)N(C)CCc4cnn(C)c4)cc3o2)cc1OC | 1.7%[50 µM] |
| CC(C)c1ccc(NC(=O)COC(=O)CC2CCCC2)cc1 | 0.1%[50 µM] |
| C[C@@H](CN1CCC[C@H]1CN1C(N)=NC[C@@H]1Cc1ccccc1)N1C[C@@H](Cc2ccccc2)N(CCc2ccc(Cl)c(Cl)c2)C1=N | 5.3% |
| CSc1ccc(CNCc2ccco2)cc1 | -1.0% |
| Nc1nc(-c2ccc3c(c2)OCCO3)c(CC(=O)O)s1 | 0.1% |
| COCCN(C(=O)C1CC(=O)N(Cc2ccccc2)C1)c1nc(-c2ccc([N+](=O)[O-])cc2)cs1 (stereo not given) | 0.7%[50 µM] |

3 compounds picked at random from the list so far:
| structure | K1F lysis inhibition |
| --- | --- |
| CC(C)C[C@H](NC(=O)c1cc2cc(Cl)ccc2n1C)C(=O)N1CCC(C(=O)O)CC1 | 1.7%[50 µM] |
| C/C(=N\NC(=S)NCCc1ccccc1)c1ccc(O)cc1O | -0.9% |
| O=C(Nc1cccc([N+](=O)[O-])c1)c1ccc2snnc2c1 | 1.4%[50 µM] |

Single entries from the results shown:
For K1F lysis inhibition, `CC(C)c1ccc(NC(=O)COC(=O)CC2CCCC2)cc1` reads 0.1%[50 µM]
For K1F lysis inhibition, `CC(C)CC(=O)Nc1c2c(nn1-c1cccc(Cl)c1)CS(=O)(=O)C2` reads 0.4%
For K1F lysis inhibition, `C[C@@H](CN1CCC[C@H]1CN1C(N)=NC[C@@H]1Cc1ccccc1)N1C[C@@H](Cc2ccccc2)N(CCc2ccc(Cl)c(Cl)c2)C1=N` reads 5.3%

Continued:
| structure | K1F lysis inhibition |
| --- | --- |
| O=C(OCC(=O)N1CCOCC1)c1cc2ccccc2oc1=O | 0.8%[50 µM] |
| CCN(CC(=O)Nc1ccccc1C(F)(F)F)C(=O)c1cccc(S(=O)(=O)N2CCN(C)CC2)c1 | 0.1%[50 µM] |
| COc1ccc(S(=O)(=O)Nc2ccc3c(c2)C(=O)N([C@H](C)CO)C[C@H](C)[C@@H](CN(C)S(=O)(=O)c2ccc(F)cc2)O3)cc1 | 3.2% |
| O=C(CNc1ccc(F)cc1Cl)Nc1cccc(S(=O)(=O)N2CCCCC2)c1 | 0.6% |
| Cc1ccc(-c2ccc(=O)n(CCC(=O)N3CCN(Cc4ccccc4)CC3)n2)cc1 | 0.0% |
| CCCC(=O)Nc1nn(CC(C)C)c2nc3cc(C)ccc3cc12 | 0.2% |
| COc1cc(C(=O)Nc2cc3c4c(c2)CC(=O)N4CCC3)cc(OC)c1OC | 1.3%[50 µM] |
| COc1ccccc1N1CCN(C(=O)c2cc(C)on2)CC1 | 0.5% |
| O=C(NCC(c1ccco1)N1CCc2ccccc2C1)c1ccccc1Br (stereo not given) | -0.1%[50 µM] |
| O=C(NCc1ccccn1)c1ccc(NS(=O)(=O)c2cccc(Cl)c2)cc1 | 0.0% |
| O=C1c2ccccc2C(=O)N1CCc1ccccc1 | 1.7% |
| CCNc1ncnc2c1cnn2C1CCCCO1 (stereo not given) | -1.9% |
| CCN(CC)C1Oc2cc3c(cc2C(c2cc(OC)c(OC)c(OC)c2)C1C)OCO3 (stereo not given) | 2.1% |
| O=C(Cc1cccc(NC(=O)C2CCCN(C(=O)C3CC3)C2)c1)Nc1cccc(C(=O)N2CCCCC2)c1 (stereo not given) | 0.3% |
| CCNC(=O)CC1C(=O)N(c2ccc(C)cc2)C(=O)N1CCOC (stereo not given) | 0.1% |
| COC(=O)CCC(=O)N1CCCC(C(=O)c2ccc(Cl)cc2C)C1 (stereo not given) | 0.3% |
| COc1cc(Nc2nc3ccc(Cl)cc3n3cnnc23)cc(OC)c1OC | 0.1% |
| Cc1ccc2c(c1)C(=O)N1[C@H]3c4cc(C)ccc4OC[C@@H]3[C@H](c3ccccc3)[C@]1(C)C(=O)N2 | 1.5% |
| COc1ccc(OCC(=O)NCc2n[nH]c(=O)c3ccccc23)cc1 | 0.6%[50 µM] |
| COc1ccc(C)c2sc(N(CCCN(C)C)C(=O)c3ccc4c(c3)OCCO4)nc12 | 1.7%[50 µM] |
| CCC1(c2ccccc2)NC(=O)N(CC(=O)N(C)Cc2c(F)cccc2Cl)C1=O (stereo not given) | 0.0% |
| Cc1cc(C(=O)Nc2ccccc2Cl)n(-c2ccccc2)n1 | 0.2% |
